MazF activator: activators of E. coli MazEF toxin-antitoxin RNase; activation, % at 20 µM; hit rate 0.32% among 350,000; AID 504720; FAM/BHQ RNA-DNA oligo cleavage fluorescence, 5 h; P0AE70; in the data active = activation above about 50%
Target sequence (P0AE70 whole entry, looked up): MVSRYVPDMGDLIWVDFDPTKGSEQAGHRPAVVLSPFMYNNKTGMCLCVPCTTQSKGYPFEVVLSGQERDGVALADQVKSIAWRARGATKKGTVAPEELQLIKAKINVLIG
CCHF vOTU inh: CCHFV vOTU protease inhibition; Pep-AMC fluorescence; inhibition, % at 11.5 µM; hit rate 0.55% among 370,000; in the data active = inhibition above about 30%; also: 0% = vehicle wells with enzyme and 100% = no enzyme wells
DUSP3 inh: blocks human VHR1 dual specificity phosphatase. P51452. recombinant VHR phosphatase, pNPP absorbance. inhibition, % at 13.3 µM. hit rate 0.52% among 290,000. AID 1654; in the data active = inhibition above about 50%; also: some compounds called inactive have numbers as strong as hits
Target sequence (P51452 whole entry, looked up): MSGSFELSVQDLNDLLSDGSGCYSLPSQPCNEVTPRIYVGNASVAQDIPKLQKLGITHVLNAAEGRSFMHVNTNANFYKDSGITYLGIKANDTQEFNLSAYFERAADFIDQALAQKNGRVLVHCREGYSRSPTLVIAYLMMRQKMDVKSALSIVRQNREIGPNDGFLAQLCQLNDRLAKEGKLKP
3CLpro inhibitor: SARS-CoV 3CLpro protease inhibition; inhibition, % at 6 µM; hit rate 0.14% among 290,000; recombinant SARS-CoV 3CLpro, quenched FRET peptide cleavage; AID 1706; P0C6X7; in the data active = inhibition above about 12%
BH1578 lux ind: inducers of Vibrio cholerae quorum light production without autoinducers | activation, % at 18.7 µM | hit rate 0.16% among 350,000 | V. cholerae BH1578 lux reporter, luminescence, 6 h; in the data active = activation mostly above about 9.7%, no sharp cut-off; also: not every result past the cut was called active; inactives centre near 0; reference of the scale not given here
SSB-PriA inh: blocks PriA binding to SSB C-terminal tail; inhibition, % at 33 µM; hit rate 0.6% among 430,000; AlphaScreen SSBct-PriA binding, biotinylated peptide; in the data active = inhibition mostly above about 37%, no sharp cut-off; inactive = mostly below about 20%;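 also: plate controls were negative control peptide for no effect and reference peptide for full effect; strong numbers were not always called active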
Y pestis TopoI: Y. pestis Topo-I inhibition via cleavage products; hit rate 0.064% among 360,000; activity, % at 10 µM; Y. pestis Topo-I cleavage product accumulation, plate reader; in the data active = activity above about 50%, passing the limit was not always enough; also: inactives centre near 2
Rv3671c protease: Rv3671c (M. tuberculosis) protease inhibition | AID 2606 | inhibition, % at 5.96 µM | hit rate 0.048% among 320,000; in the data active = inhibition above about 38%;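 also: extracellular domain of Rv3671c used as enzyme; 0% = enzyme with DMSO and 100% = no enzyme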
Target sequence (P9WHR9 whole entry, looked up, the tested form may be a part): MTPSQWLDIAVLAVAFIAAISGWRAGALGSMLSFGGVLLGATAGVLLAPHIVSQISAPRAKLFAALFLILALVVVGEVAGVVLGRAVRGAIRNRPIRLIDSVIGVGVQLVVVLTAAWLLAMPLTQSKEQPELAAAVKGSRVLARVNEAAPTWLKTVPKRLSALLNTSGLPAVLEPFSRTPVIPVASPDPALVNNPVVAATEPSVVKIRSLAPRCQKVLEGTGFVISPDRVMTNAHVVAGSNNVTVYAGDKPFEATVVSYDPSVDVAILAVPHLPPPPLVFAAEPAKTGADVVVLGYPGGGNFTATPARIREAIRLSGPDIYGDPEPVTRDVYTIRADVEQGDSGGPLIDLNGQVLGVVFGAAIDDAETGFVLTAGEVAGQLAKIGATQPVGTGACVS
TcdB GH inh: blocks C. difficile toxin B glycohydrolase activity | TcdB glycohydrolase enzymatic assay, plate reader | inhibition, % at 9.99 µM | hit rate 0.24% among 350,000 | AID 652162; in the data active = inhibition above about 10%
PrPC TRFRET: cell surface PrPC inhibition, primary TR-FRET screen. TR-FRET read-out. inhibition, % at 13.8 µM. hit rate 0.43% among 370,000; in the data active = inhibition above about 24%; also: 0% = median of the test wells and 100% = reference compound wells
* = called active by the depositor; i = inactive; . = no result given; & = joins results of further samples. A portion of the library, so the mix of outcomes need not match the whole.

SMILES	MazF activator	CCHF vOTU inh	DUSP3 inh	3CLpro inhibitor	BH1578 lux ind	SSB-PriA inh	Y pestis TopoI	Rv3671c protease	TcdB GH inh	PrPC TRFRET
CC(C)(O)C#Cc1ccc(C(=O)NC2CCCCC2)s1	10	9	21	6	-0.6	-9	16	4	1.2	9
CC1(C)O[C@@H]2C[C@H]3[C@@H]4CCC5=CC(=O)C=C[C@]5(C)[C@@]4(F)[C@@H](O)C[C@]3(C)[C@]2(C(=O)CO)O1	2	1	20	1	4.2	-10	2	-3	-4.0	4
COc1cc(C)nc(N(Cc2ccccc2)S(=O)(=O)c2ccc(C)cc2)n1	-2	-6	7	-2	-0.5	-15	-6	-12	0.7	-1
CC(C)C(=O)Nc1ccc2c(c1)nc(CCN1CCCCC1)n2C	5	10	15	3	i	-11	6	8	1.0	4
c1ccc(Cn2nnc3c(N4CCc5ccccc54)ncnc32)cc1	4	-8	-9	-3	-0.2	2	6	2	.	-2
CCOC(=O)N1CCN(CC(=O)Nc2sc(CC)cc2C(=O)c2ccc(OC)cc2)CC1	-7	-2	-14	-3	-0.5	-3	28	3	0.1	-9
Cc1cc(=O)[nH]c(COc2ccccc2)n1	4	9	6	-6	i	-17	5	-2	.	1
COc1ccc(S(=O)(=O)NNC(=O)C2COc3ccccc3O2)cc1[N+](=O)[O-] (stereo not given)	7	2	.	.	2.6	-1	5	4	1.0	-4
Cc1nnc(SC/C=C/c2ccccc2)n(N)c1=O	4	5	9	3	-1.4	-12&6	7	-7	0.7	-1
COc1ccccc1N1CCN(S(=O)(=O)c2ccc3c(c2)n(C)c(=O)n3C)CC1	3	-11	47	1	-0.5	-1	26	1	-1.0	-4
CCOC(=O)c1c(C)c(C(=O)NCc2ccccn2)c(C)n1C	-3	-13	1	-3	-2.9	-2	1	0	.	3
CCOC(=O)C(NC(=O)CC)(Nc1sc(C)c(CC)c1C#N)C(F)(F)F (stereo not given)	-1	-8	-16	2	0.3	11	9	-1	.	9
CC(C)(C)OC(=O)N[C@@H](C(=O)OC(C)(C)C)c1ccc2c(c1)OCO2	3	13	.	.	-0.4	0	-2	2	1.9	-1
Cc1ccc(C(C)C)c(OCC(=O)NN=C2CCCC(=O)C2)c1	5	13	.	.	i	-13	9	1	0.6	-9
CC(Sc1ccc(S(=O)(=O)N2CCCCCC2)cn1)C(N)=O (stereo not given)	-1	3	.	.	-1.7	0	0	.	1.3	-2
Cc1ccc(CNC(=O)C2CCCN(S(=O)(=O)c3cccnc3)C2)cc1 (stereo not given)	1	5	22	-4	5.0	-16	-3	0	.	1
COCCNCCOCCOc1cccc(OC)c1	-4	-9	21	-6	-0.6	-9	4	14	.	1
O=C(CCNS(=O)(=O)c1cccs1)Nc1ccccc1F	4	-7	13	-2	i	-9	-9	-6	.	6
Cc1ccc(-n2nc3c(=O)n(CCCC(=O)N4CCCCC4)nc(C)c3c2C)cc1	11	-2	6	0	-3.7	-14	20	0	1.1	6
Cn1cnnc1SCC(=O)NC1CCCCC1	-11	9	13	2	3.7	-2	-11	-7	15*	-3
CCN(C(=O)Cn1cnc2c(nc3n2CCCCC3)c1=O)c1cccc(Cl)c1	9	2	34	-2	-13	-5	4	1	-9.9	5
O=C(c1ccco1)N1CCN(S(=O)(=O)c2ccc(Br)s2)CC1	-7	1	4	-2	i	-14	3	-2	.	0
CCCCN(CCCC)c1cc(C)nc(-c2ccccc2O)n1	0	10	22	2	-17	-67	16	0	.	-2
CNCc1cc2ccc(C)cc2[nH]c1=O	3	-3	16	-8	i	-2	5	-2	.	-1
Cc1csc(=O)n1CC(=O)Nc1ccc(S(C)(=O)=O)cc1	0	11	.	.	i	-11	-2	0	-0.2	-2
CCOc1ccc(CCNC(=O)COC(=O)c2ccc3c(c2)OCCO3)cc1OCC	-5	2	.	.	0.7	-9	30	-4	2.5	4
c1cc(C(c2nnnn2C2CCCCC2)N2CCN3CCCC3C2)ccn1 (stereo not given)	7	3	3	-5	-5.9	0	0	0	.	-4
COc1cccc2cc(C(C)=O)oc12	1	-14	14	1	-0.2	-7	3	4	1.4	3
CC(C)N1CCC1(C)C(=O)Nc1cccc(C#N)c1 (stereo not given)	.	-13	.	.	i	.	7	.	0.8	2
O=C(O)c1ccc(S(=O)(=O)NC2CCCCC2)cc1	0	-4	24	0	-1.4	-9	2	6	.	8
Cc1onc(-c2ccccc2)c1C(=O)N1CCN(S(=O)(=O)c2ccccc2Br)CC1	6	6	21	5	-1.2	-7	7	-6	1.9	11
CC(c1ccon1)N(C)Cc1cn[nH]c1-c1ccc(-c2ccccc2)cc1 (stereo not given)	3	20	18	2	-0.1	16	16	2	-0.8	-2
CC(C)c1csc(CN2CCC(CCC(=O)NCC3CCCO3)CC2)n1 (stereo not given)	-2	-2	6	-3	0.5	-2	-5	-3	0.4	-4
Cc1nc(SCC(=O)NC2CCCC2)c2oc3ccccc3c2n1	8	1	.	.	-0.5	.	-2	.	-0.9	6
CCOC(=O)/C=C/C(=O)OCC(=O)Nc1ccc(Cl)cc1Cl	0	-5	-8	-2	-0.5	0	5	-5	1.5	6
COc1cc(-c2nnc3sc(C4CCCCC4)nn23)cc(OC)c1OC	-5	.	26	1	-0.6	0	10	-10	.	.
O=C(NCCCN1CCCC1=O)c1sc2ccccc2c1Cl	1	-8	5	-3	-0.1	4	3	9	0.7	-4
Cc1nc2ncnn2c(C)c1CCC(=O)N1CCC2(CC1)OCCO2	3	-8	17	6	i	-36	12	0	.	-1
COc1ccc(S(=O)(=O)NCc2cccnc2)cc1C	6	3	4	3	i	-8	-3	-1	0.1	9
CCN(CC)C(=O)C1=C(C)N(Cc2ccc(C(C)(C)C)cc2)C(=O)C(CC(=O)NCc2cccc3ccccc23)C1 (stereo not given)	-4	32*	.	.	-0.6	.	17	.	1.5	0
Cc1nc(S/C(=C/c2ccc(-c3cccc(Cl)c3)o2)C(=O)O)n[nH]1	15	-5	33	0	.	9	-7	0	1.1	-3
Cc1nc2ccc(NC(=S)NC3CCCCC3)cc2nc1C	4	7	16	-1	1.8	-38	7	-1	0.8	-5
CCOc1ccc(-c2nnc(-c3snc(-c4ccc(F)cc4)c3N=CN(C)C)o2)cc1	-14	4	18	2	i	-12	8	4	.	-3
COc1ccc(Cl)cc1C(=O)CSc1nnnn1C1CCCCC1	-1	9	-1	3	i	-15	4	-35	.	-1
CN(CC(=O)Nc1cccc(F)c1)C(=O)CSc1ccc(Br)cc1	1	0	.	.	-0.4	-18	2	1	2.7	-4

Brought forward from above: 5 entries, followed by the next part.
SMILES	MazF activator	CCHF vOTU inh	DUSP3 inh	3CLpro inhibitor	BH1578 lux ind	SSB-PriA inh	Y pestis TopoI	Rv3671c protease	TcdB GH inh	PrPC TRFRET
Cc1nc(S/C(=C/c2ccc(-c3cccc(Cl)c3)o2)C(=O)O)n[nH]1	15	-5	33	0	.	9	-7	0	1.1	-3
Cc1nc2ccc(NC(=S)NC3CCCCC3)cc2nc1C	4	7	16	-1	1.8	-38	7	-1	0.8	-5
CCOc1ccc(-c2nnc(-c3snc(-c4ccc(F)cc4)c3N=CN(C)C)o2)cc1	-14	4	18	2	i	-12	8	4	.	-3
COc1ccc(Cl)cc1C(=O)CSc1nnnn1C1CCCCC1	-1	9	-1	3	i	-15	4	-35	.	-1
CN(CC(=O)Nc1cccc(F)c1)C(=O)CSc1ccc(Br)cc1	1	0	.	.	-0.4	-18	2	1	2.7	-4
C[C@@H](NC(=O)OC(C)(C)C)C(=O)NCC1CCC(C(=O)N[C@@H](Cc2ccccc2)C(=O)O)CC1 (stereo not given in full)	9	-7	-20	-2	-3.0	-13	0	-4	2.0	2
CC1(C)Cc2cccc(OCC(=O)NCCc3ccc(S(N)(=O)=O)cc3)c2O1	2	6	.	.	-0.3	-6&5	4	3	1.0	1
COc1cc(=O)n(C)c2c(O)cccc12	7	3	26	4	-0.6	-7	3	-8	-1.1	-3
N#CC12CCCCC1CC1CCCCC1(C#N)N2Cc1cccnc1 (stereo not given)	2	1	13	0	-0.4	-13	3	-5	.	13
c1ccc(-c2ccn3nnnc3n2)cc1	1	3	40	-5	-7.9	-11	6	-1	.	-8
COc1cccc(C=NCCCN=Cc2cccc(OC)c2O)c1O	17	9	7	-1	i	1	6	-9	-0.8	-4
COc1ccc(C(=O)C2CCCN(C(=O)c3n[nH]c4c3CCCC4)C2)cc1OC (stereo not given)	14	1	34	7	-0.4	-7	-9	14	0.8	2
CC(C)(C)N(Cc1ccccc1)C(=O)c1ccncc1	6	-12	20	-4	-0.4	-12	4	3	-0.4	-7
COc1ccc(NC(=O)c2ccc3c(c2)C(=O)N(Cc2cccnc2)C3=O)c(OC)c1	8	1	14	0	-0.2	2	4	-13	.	-10
CC1CCCCC12NC(=O)N(CC(=O)Nc1ccc(S(=O)(=O)N3CCOCC3)cc1)C2=O (stereo not given)	7	-4	-10	6	.	-6	5	0	.	2
CCCCn1c(SCC(=O)c2cc(OC)ccc2OC)nc2cc(S(N)(=O)=O)ccc21	8	15	11	-2	-0.6	-2	27	-2	.	7
Cc1ccc(-c2nc(NCc3ccco3)n(S(C)(=O)=O)n2)cc1	4	7	29	4	0.0	-15	9	8	1.7	-1
CC(C)(O)P(=O)(O)CCc1ccccc1	-3	-12	-3	-1	-0.7	-3	-4	-4	0.7	-4
CNc1c(NS(=O)(=O)c2ccc(Br)cc2)c(=O)oc2ccccc12	10	0	22	-2	-2.2	-8	1	-23	0.5	1
CC(C)C(=O)N1CCC(c2nc(-c3ccc(S(=O)(=O)N4CCN(C)CC4)cc3)no2)CC1	10	-17	0	0	-0.2	-2	13	-6	0.5	4

A few values from the list.
Result of COc1ccc(Cl)cc1C(=O)CSc1nnnn1C1CCCCC1 in Rv3671c protease: -35
Result of CC(C)C(=O)Nc1ccc2c(c1)nc(CCN1CCCCC1)n2C in MazF activator: 5
Result of CC(C)C(=O)N1CCC(c2nc(-c3ccc(S(=O)(=O)N4CCN(C)CC4)cc3)no2)CC1 in TcdB GH inh: 0.5
Result of CN(CC(=O)Nc1cccc(F)c1)C(=O)CSc1ccc(Br)cc1 in CCHF vOTU inh: 0

New compounds follow.
SMILES	MazF activator	CCHF vOTU inh	DUSP3 inh	3CLpro inhibitor	BH1578 lux ind	SSB-PriA inh	Y pestis TopoI	Rv3671c protease	TcdB GH inh	PrPC TRFRET
c1ccc(-c2cn3c4c(sc3n2)CCCC4)cc1	3&-10	15&14	-16	1	-0.8&-1.5	9	7&0	5	-5.3	13&11
CCC1CCCCN1CC(=O)Nc1cc(OC)c(OC)cc1C#N (stereo not given)	2	-6	-1	4	-0.2	6	-8	.	0.4	1
CCc1ccc2c(CN3CCc4ccccc43)cc(=O)oc2c1	1	8	6	3	i	16	0	-1	.	-5
CCN(CC)CCCNC(=O)c1c(O)c2c([nH]c1=O)CCCC2	8	-12	14	1	1.7	-1	-7	0	1.0	-6

High-throughput results (PubChem BioAssay)
